KCNK9 inh = blocks the human KCNK9 two-pore domain potassium channel | Q9NPC2 | HEK293 KCNK9, FluxOR thallium flux fluorescence; stronger effect = lower value | B-score at 10 µM | 1.2% of 310,000 active | AID 488922;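 active = ratio B-score over 3 SD below the library mean, with starting fluorescence within 5 SD of its mean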;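 note: negative B-score means less thallium flux so channel inhibition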
hERG protect = hERG (human) protection from proarrhythmic block | 0.51% of 310,000 active | activation (rescue from dofetilide block), less the hit threshold, % at 10 µM | CHO-hERG, FluxOR thallium flux, dofetilide IC70 present;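 active = activation above the mean of controls blocked by dofetilide plus 5 SD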;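 note: thallium influx through hERG after potassium depolarization seen as dye fluorescence rise; in these data hits start at about 4.7%; inactives centre near -7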
TRPC4 agonist = activators of mouse TRPC4 channel; Q9QUQ5; HEK293 TRPC4beta/mu-opioid, Fluo4 calcium fluorescence; stronger effect = higher value; B-score at 10 µM; 0.49% of 310,000 active; AID 2237;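 active = B-score above 5 SD of library B-scores, and initial fluorescence ratio not above library mean plus 5 SD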;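 note: positive B-score marks a calcium rise read as TRPC4 activation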
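system = HEK293 cells stably co-expressing mouse TRPC4beta and mu-opioid receptor | schedule = Fluo4 dye loading 45 min at room temperature, 110 s recording | measure = B-scored integrated calcium fluorescence ratio | signal = Fluo4 calcium-sensitive dye fluorescence, kinetic, 1 Hz baseline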
KCNK3 inh = human KCNK3 channel inhibition, primary screen | O14649 | 0.84% of 340,000 active | CHO-KCNK3 thallium flux, FluxOR fluorescence; stronger effect = lower value | AID 602410 | B-score at 10 µM;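 active = B-score under library mean minus 4 SD, starting fluorescence ratio at most library mean plus 5 SD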;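 note: more negative B-score means stronger inhibition of thallium flux through KCNK3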
Target sequence (O14649 whole entry, looked up): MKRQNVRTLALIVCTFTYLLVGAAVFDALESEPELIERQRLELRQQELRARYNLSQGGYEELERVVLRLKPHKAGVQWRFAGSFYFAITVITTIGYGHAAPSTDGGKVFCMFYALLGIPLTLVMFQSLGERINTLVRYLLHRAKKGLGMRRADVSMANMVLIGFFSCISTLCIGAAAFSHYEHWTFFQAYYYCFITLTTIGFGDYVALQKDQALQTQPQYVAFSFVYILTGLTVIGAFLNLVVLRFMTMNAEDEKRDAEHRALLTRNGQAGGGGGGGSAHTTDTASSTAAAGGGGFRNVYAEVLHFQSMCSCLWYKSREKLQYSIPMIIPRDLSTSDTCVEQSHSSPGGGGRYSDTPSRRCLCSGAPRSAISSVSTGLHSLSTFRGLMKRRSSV
KCNQ1 pot = potentiators or activators of human KCNQ1 potassium channel | P51787 | CHO-K1 KCNQ1, thallium flux FluxOR fluorescence; stronger effect = higher value | B-score at 10 µM | 0.35% of 310,000 active;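 active = fluorescence ratio B-score, a plate-corrected score, at least three library SD, with initial intensity B-score within 5 SD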
Target sequence (P51787 whole entry, looked up): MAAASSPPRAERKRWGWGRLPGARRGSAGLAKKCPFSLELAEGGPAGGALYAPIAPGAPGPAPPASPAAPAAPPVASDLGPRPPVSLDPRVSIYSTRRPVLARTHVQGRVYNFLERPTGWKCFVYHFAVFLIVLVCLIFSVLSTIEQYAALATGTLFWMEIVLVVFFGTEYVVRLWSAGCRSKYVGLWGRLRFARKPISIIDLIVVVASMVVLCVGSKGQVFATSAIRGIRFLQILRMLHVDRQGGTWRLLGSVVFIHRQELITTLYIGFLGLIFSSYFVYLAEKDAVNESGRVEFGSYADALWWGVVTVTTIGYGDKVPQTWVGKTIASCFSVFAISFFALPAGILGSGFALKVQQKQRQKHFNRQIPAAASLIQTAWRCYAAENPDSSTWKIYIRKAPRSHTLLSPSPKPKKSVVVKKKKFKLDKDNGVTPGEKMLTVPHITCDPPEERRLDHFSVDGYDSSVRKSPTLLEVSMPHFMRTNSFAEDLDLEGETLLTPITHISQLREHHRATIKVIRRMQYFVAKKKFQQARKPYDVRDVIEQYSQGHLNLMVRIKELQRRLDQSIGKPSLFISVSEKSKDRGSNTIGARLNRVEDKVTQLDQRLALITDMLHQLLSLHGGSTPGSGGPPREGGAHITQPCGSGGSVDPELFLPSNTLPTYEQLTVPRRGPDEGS
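Material: CHO-K1 cells stably expressing KCNQ1. Medium: assay buffer for compound exposure, DMSO matched across wells. Reagent: K+/Tl+ depolarizing stimulus. Compound dosing: single-concentration screen. Times: 37 °C overnight plating, 90-min dark dye load, 20-min compound pretreatment. Technique: FluxOR Tl+ flux fluorescence.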
Dyrk1A ADPGlo = inhibitors of rat Dyrk1A kinase. Q63470. 0.43% of 310,000 active. AID 504441. ADP-Glo luminescence, NFATc1 peptide. inhibition, % at 12.5 µM; in the data active = inhibition above about 50%;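 note: plate controls were vehicle with enzyme for no effect and no enzyme for full effect; many of its hits are not listed in these tables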
PolyA inh = yeast polyadenylation inhibition | AID 1875 | 0.02% of 300,000 active | calls only at 12 µM | S. cerevisiae SKY197-pL101 polyadenylation reporter, beta-gal luminescence; efflux-impaired pdr1/pdr3 knockout yeast; score 100 = 6 SD above DMSO;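 active = lowest replicate activity score at least 50, where 100 means six control SD above control mean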;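 note: yeast exposed to compound for 9 h at 30 °C; higher score means more reporter readthrough which indicates perturbed polyadenylation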
TRPC4 PAM = allosteric potentiators of mouse TRPC4 channel; HEK293 TRPC4beta/mu-opioid, DAMGO EC20, Fluo-4 Ca2+ flux; stronger effect = higher value; B-score at 10 µM; 0.42% of 310,000 active;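 active = B-score of calcium response area above 5 SD of library B-scores, with initial fluorescence ratio within 5 SD of library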;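 note: B-score of integrated fluorescence ratio over time as area under calcium response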
Platelet DG rel = platelet dense granule release activity; human platelet-rich plasma, SFLLRN dense granule ATP release, luminescence; inhibition, %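 (compounds screened at 7.5 µM in platelet-rich plasma)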; 0.22% of 300,000 active; AID 1663;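 active = mean replicate score, as percent of positive control, at or above 50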
KCNQ1 inh = blocks the human KCNQ1 potassium channel. CHO-K1 KCNQ1, FluxOR thallium flux fluorescence; stronger effect = higher value. 1.3% of 310,000 active. P51787. AID 2642. B-score at 10 µM;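 active = compounds whose thallium flux B-score, printed positive for inhibition, exceeds three library SD while starting fluorescence stays within three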;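 note: channel opened by potassium depolarization with thallium stimulus after 20 min compound exposure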
TRPC4 block = blocks the mouse TRPC4 cation channel. Q9QUQ5. HEK293 TRPC4beta/mu-opioid, DAMGO-evoked Fluo4 calcium flux; stronger effect = lower value. B-score at 10 µM. 0.39% of 300,000 active. AID 2247;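 active = B-score over 3 SD under the library average, no early fluorescence shift, positive overall ratio signal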
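Assay system: TRPC4beta/mu-opioid receptor HEK293 cell line; compound dosing: single concentration per test compound; detection: Fluo4 Ca2+ flux fluorescence; evaluation: per-well B score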
* hit, by the source's call; i = inactive; x = no result given; & = joins results of further samples. Not all compounds are listed (hit frequency here may not be typical).

No.	Structure	KCNK9 inh	hERG protect	TRPC4 agonist	KCNK3 inh	KCNQ1 pot	Dyrk1A ADPGlo	PolyA inh	TRPC4 PAM	Platelet DG rel	KCNQ1 inh	TRPC4 block
1	COc1cccc2c1cc1c(=O)n(CC(=O)NC3CCCCC3)nc(C)n12	i	-3	i	i	i	2	i	i	-2	i	i
2	CN(C)S(=O)(=O)c1cccc(C(=O)N2CCc3ccccc32)c1	i	-5	i	i	i	-2	i	i	-1	i	i
3	Cc1cc(NC(=O)COC(=O)[C@H](Cc2c[nH]c3ccccc23)NC(=O)c2ccc(F)cc2)no1	i	-15	i	i	i	-2	i	i	10	i	i
4	CCOc1ccc(Nc2nc(N)c3ccccc3n2)cc1	i	-9	i	i	i	49	i	i	90*	i	i
5	Cc1ccccc1NC(=O)/C(C#N)=C\c1cn(CC(=O)O)c2ccccc12	i	-4	i	i	i	9	i	i	-6	i	i
6	Cc1cccc(-c2c(O)cc(=O)[nH]c2Cl)c1	i	-11	i	i	i	4	i	i	-1	i	i
7	CCOc1ccc(S(=O)(=O)N(CC(=O)NCc2cccnc2)c2ccc(C)cc2)cc1	i	-9	i	i	i	6	i	i	13	i	i
8	Cc1ccccc1Cn1ccc(NC(=O)c2nn3cccnc3c2Cl)n1	i	-13	i	i	i	-5	i	i	-3	i	i
9	O=C(O)[C@@H](c1ccccc1)N1Cc2ccccc2C1=O	i	-14	i	i	i	12	i	i	1	i	i
10	Cc1ccc(OC(C)C(=O)N2CCc3ccccc32)cc1 (centres undefined)	i	-4	i	i	i	-1	i	i	10	i	i
11	COc1ccc(N(C(=O)c2cccc([N+](=O)[O-])c2)S(=O)(=O)c2ccc3c(c2)n(C)c(=O)n3C)cc1	i	-9	i	i	i	0	i	i	3	i	i
12	Cc1ccc(Cl)c(OCCCN(C)Cc2ccccc2)c1	i	-15	i	i	i	10	i	i	3	i	i
13	CCOc1ccc2nc(NCCCNC(=O)c3cc(OC)c(OC)c(OC)c3)c(C#N)cc2c1	i	-16	i	i	i	-5	i	i	4	i	i
14	COc1ccc(Nc2nc(C)c3ccccc3n2)cc1	i	-7	i	i	i	15	i	i	2	i	i
15	O=C(O/N=C\c1ccc(N2CCCCC2)c([N+](=O)[O-])c1)c1cccc(C(F)(F)F)c1	i	-6	i	i	i	5	i	i	-1	i	i
16	O=C(c1ccc(F)cc1)N1CCC(C(=O)N2CCN(S(=O)(=O)c3cccc(F)c3)CC2)CC1	i	-7	i	i	i	-6	i	i	-7	i	i
17	Cn1c(=O)n(CC(N)=O)c2ccccc21	i	-6	i	i	i	-1	i	i	-27	i	i
18	OC(CNC1CCCC1)COCCOc1ccc(Br)cc1 (centres undefined)	i	-3	i	i	i	14	i	i	0	i	i
19	CS(=O)(=O)c1ccc(S(=O)CC(=O)Oc2ccc(Cl)cc2)c([N+](=O)[O-])c1 (centres undefined)	i	-8	i	x	i	x	i	i	4	i	i
20	N#Cc1ccccc1NC(=O)Nc1ccccc1	i	-7	i	i	i	x	i	i	7	i	i
21	O=C(NCc1ccco1)c1ccc(C(F)(F)F)cc1	i	-5	i	i	i	-5	i	i	-5	i	i
22	O=C(NC1CCCCC1)C(c1ccc2ncccc2c1)N(Cc1ccc(F)cc1)C(=O)c1ccc2c(c1)OCCO2 (centres undefined)	i	-13	i	i	i	x	i	i	14	i	i
23	O=C(O)c1ccccc1S(=O)(=O)NCC(O)COc1ccc(Br)cc1 (centres undefined)	i	-4	i	i	i	-3	i	i	-2	i	i
24	O=C(CN1CCCN(Cc2ccc(F)cc2Cl)C1=O)NC1CCCCCC1	i	-13	i	i	i	-1	i	i	-2	i	i
25	COc1ccccc1/C=N/NC(=Nc1ccc(C)cc1)c1nc2ccccc2s1	i	-8	i	x	i	x	i	i	-4	i	i
26	CC1=CC(C)(C)NC(=S)N1c1cccc(C)c1	i	0	i	i	i	-3&7	i	i	2	i	i
27	COc1ccc(C(=O)NCC(=O)OCC(=O)N2CCc3ccccc32)cc1	i	-12	i	i	i	4	i	i	-2	i	i
28	O=C(O)CCCn1cc(NC(=O)c2ccc(F)cc2)cn1	i	-2	i	i	i	4	i	i	1	i	i
29	CCOc1ccc(-c2cc(CCCC(=O)NCc3ccc(C)cc3)no2)cc1	i	-3	i	i	i	-1	i	i	-3	i	i
30	C=CCN(CC=C)C(=O)C1CCN(S(=O)(=O)c2ccc(N3CCCC3=O)cc2)CC1	i	-10	i	i	i	0	i	i	4	i	i
31	COc1ccccc1C(=O)C1CCCN(C(=O)c2cccc(-n3cccn3)c2)C1 (centres undefined)	i	-15	i	i	i	4	i	i	4	i	i
32	O=C(NCC1CCCN(C2Cc3ccccc3C2)C1)c1cccs1 (centres undefined)	i	-6	i	i	i	1	i	i	-10	i	i
33	Cc1ccc(N2C(=O)[C@@H]3[C@H](C2=O)C2c4ccccc4C=CN2[C@@H]3C(=O)c2ccco2)c(C)c1 (some centres undefined)	i	-13	i	i	i	3	i	i	6	i	i
34	CC12CCCC[C@@H]1CCC1C2CCC2(C)C1CC[C@@]2(O)CNCCO (some centres undefined)	i	-12	i	i	i	-6	i	i	x	i	i
35	C=CCn1c(=N)c(C(=O)NCCCOC)cc2c(=O)n3cccc(C)c3nc21	i	-3	i	i	i	11	i	i	-2	i	i
36	CCOC(=O)N=Nc1c(O)n(CC(=O)OC)c2ccccc12	i	-8	i	i	i	-4	i	i	1	i	i
37	COC(=O)c1ccc2c(c1)N(C)CCS2	i	-9	i	i	i	-5	i	i	-7	i	i
38	Cc1cc(NC(=O)CCC(=O)N(Cc2ccco2)C(C(=O)NCC2CCCO2)c2ccncc2)no1 (centres undefined)	i	-8	i	i	i	-5	i	i	6	i	i
39	O=C(CN(C(=O)CNS(=O)(=O)c1ccc(F)cc1)c1cccc(F)c1)NCC1CCCO1 (centres undefined)	i	1	i	i	i	-5	i	i	0	i	i
40	COC(=O)Cc1csc(NC(=O)CSc2nnc3ccccn23)n1	i	-3	i	i	i	0	i	i	4	i	i

Part of the list above in order of length of the SMILES, low to high.
No.	Structure	KCNK9 inh	hERG protect	TRPC4 agonist	KCNK3 inh	KCNQ1 pot	Dyrk1A ADPGlo	PolyA inh	TRPC4 PAM	Platelet DG rel	KCNQ1 inh	TRPC4 block
34	CC12CCCC[C@@H]1CCC1C2CCC2(C)C1CC[C@@]2(O)CNCCO (some centres undefined)	i	-12	i	i	i	-6	i	i	x	i	i
35	C=CCn1c(=N)c(C(=O)NCCCOC)cc2c(=O)n3cccc(C)c3nc21	i	-3	i	i	i	11	i	i	-2	i	i
38	Cc1cc(NC(=O)CCC(=O)N(Cc2ccco2)C(C(=O)NCC2CCCO2)c2ccncc2)no1 (centres undefined)	i	-8	i	i	i	-5	i	i	6	i	i

More results follow.
No.	Structure	KCNK9 inh	hERG protect	TRPC4 agonist	KCNK3 inh	KCNQ1 pot	Dyrk1A ADPGlo	PolyA inh	TRPC4 PAM	Platelet DG rel	KCNQ1 inh	TRPC4 block
41	Cc1ccc(C(=O)N/C(=C\c2ccccc2)C(=O)OCc2ccccc2)cc1	i	-9	i	i	i	0	i	i	8	i	i
42	Cc1ccc(CNC(=O)CCC(=O)N2CC(C)Oc3ccc(Cl)cc32)cc1 (centres undefined)	i	-10	i	i	i	-1	i	i	3	i	i
43	O=C(CN(Cc1ccccc1Cl)C(=O)c1csnn1)NC1CCCC1	i	-3	i	i	i	-3	i	i	-1	i	i
44	O=C(Oc1cncc(Cl)c1)c1sccc1Cl	i	-3	i	i	i	-9	i	i	-4	i	i
45	CCC1Sc2ccccc2N(CC(=O)NCc2ccccc2OC)C1=O (centres undefined)	i	-13	i	i	i	-6	i	i	-5	i	i
46	C=CCn1c(-c2ccccc2)cc(SC)c(C#N)c1=O	i	-2	i	-9.5*	i	5	i	i	-3	i	i
47	O=C1CSC(=S)N1/N=C/c1c(F)cccc1F	i	-9	i	i	i	-1	i	i	-1	i	i
48	COc1ccc(OC)c(CCNC(=O)C(C)n2nc(C)c3c(C)n(-c4ccc(C)cc4)nc3c2=O)c1 (centres undefined)	i	-11	i	i	i	-1	i	i	-5	i	i
49	Cc1csc(=NC(=O)c2ccccc2)n1C	i	-14	i	i	i	-4	i	i	2	i	i
50	CC(O)(c1ccccc1)C(c1ccccc1)C1CCCCN1 (centres undefined)	i	-9	i	i	i	-8	i	i	6	i	i
51	CC1(C)CC(=O)C2=C(C1)NC(=O)CC2C(=O)NCc1ccc(F)cc1 (centres undefined)	i	-12	i	x	i	x	i	i	3	i	i
52	CC(=O)c1cccc(NC(=O)N2CCCC2C(=O)Nc2ccccc2C)c1 (centres undefined)	i	-9	i	i	i	-3	i	i	x	i	i
53	Fc1ccc(N2CCN(Cc3cn[nH]c3-c3ccccc3)CC2)cc1	i	-9	i	i	i	1	i	i	1	i	i
54	CC(=O)N(c1ccc(C)cc1)c1nc(C)cc(C)c1C#N	i	-12	i	i	i	0	i	i	2	i	i
55	S=C(NCc1ccco1)N1CCN(Cc2ccc(Cl)cc2Cl)CC1	i	-10	i	i	i	1	i	i	0	i	i
56	CCOC(=O)c1cc2c(ccn2C)n1CC(=O)N1CCN(c2ccc(F)cc2)CC1	i	-2	i	i	i	-10	i	i	0	i	i
57	CCN(CC)Cc1cc(CCNC(=O)c2ccc(Cl)cc2)ccc1O	i	-1	i	i	i	1	i	i	1	i	i
58	Cc1cc(N/N=C/c2cccc(F)c2)nc(NCc2ccccc2)n1	i	-31	i	i	i	2	i	i	15	8*	i
59	COc1ccc(OC(=O)CN2C(=O)C3C4CCC(C4)C3C2=O)cc1 (centres undefined)	i	-6	i	i	i	0	i	i	-7	i	i
60	CCOC(=O)c1cc(-c2ccc(F)cc2)nc2c1c(=O)[nH]c(=O)n2Cc1ccccc1	i	-3	i	i	i	-3	i	i	-1	i	i
61	Cc1ccc(NS(=O)(=O)c2ccc3c(c2)NC(=O)CCS3)cc1C	i	-11	i	i	i	6	i	i	2	i	i
62	CN(C)CCCNc1ncnc2c1cnn2Cc1ccccc1Cl	i	-10	i	i	i	1	i	18*	1	i	i
